mcGAS inh: cyclic GMP-AMP synthase inhibitors, mouse, primary biochemical chemiluminescence. recombinant cGAS, Kinase-Glo ATP depletion luminescence. inhibition, % at 12.5 µM. hit rate 0.15% among 160,000. AID 1259399, 2018;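 note: 0% = negative control wells and 100% = reference inhibitor with no enzyme activity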
hcGAS inh: Primary biochemical luminescence assay for human cyclic GMP-AMP synthase inhibitors | recombinant h-cGAS, ATP depletion, Kinase-Glo luminescence | inhibition, % at 12.5 µM | hit rate 0.081% among 290,000 | AID 1259398, 2018;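 note: 0% = vehicle reaction and 100% = reaction without DNA for no activity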
Target sequence (Q8N884 whole entry, looked up): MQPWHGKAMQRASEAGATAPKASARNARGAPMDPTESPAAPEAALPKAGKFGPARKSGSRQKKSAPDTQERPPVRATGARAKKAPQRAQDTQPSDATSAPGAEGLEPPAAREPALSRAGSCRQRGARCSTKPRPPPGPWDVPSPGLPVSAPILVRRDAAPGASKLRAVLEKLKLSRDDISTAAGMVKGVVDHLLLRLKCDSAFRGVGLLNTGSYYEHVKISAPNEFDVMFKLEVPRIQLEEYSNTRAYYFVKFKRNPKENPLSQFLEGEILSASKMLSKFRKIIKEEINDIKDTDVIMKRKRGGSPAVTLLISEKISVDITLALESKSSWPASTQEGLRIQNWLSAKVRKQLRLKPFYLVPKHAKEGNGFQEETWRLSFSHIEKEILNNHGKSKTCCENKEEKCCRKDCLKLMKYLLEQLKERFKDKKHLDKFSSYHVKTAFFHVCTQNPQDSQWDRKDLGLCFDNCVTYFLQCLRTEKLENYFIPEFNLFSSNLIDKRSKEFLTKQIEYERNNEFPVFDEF
NPYLR7 ag: agonists of mosquito NPYLR7 receptor, primary screen, cell-based, Aedes aegypti, calcium fluorescence, mosquito biting behavior. activation, % at 10 µM. HEK293T NPYLR7/Galpha15, GCaMP6s calcium fluorescence. Aedes aegypti neuropeptide Y-like receptor 7 (NPYLR7). hit rate 0.15% among 270,000; in the data active = activation above about 40%;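 note: 0% = vehicle and 100% = reference agonist at the receptor; some compounds past the cut are filed as inactive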
* marks the source's active call; other numbers are inactive results; . = no result given. Cut-off read from the data, not from the text of the source, unless noted: active = inhibition above about 40%; inactive = the rest. Compounds as they come; overall some 0.26% were active at least once.

SMILES	mcGAS inh	hcGAS inh	NPYLR7 ag
Cc1ccc(NC(=O)N(CC(=O)N(Cc2ccc(F)cc2)Cc2ccc(C)o2)CC2CCCO2)c(C)c1 (centres undefined)	-4.0	89.1*	-3.6
CN1CCCC1C(=O)NCc1ccc(OC(F)F)cc1 (centres undefined)	.	-0.1	8.6
O=C(CCC1CCCC1)NCC1=CCCN(C2C=CCCC2)C1 (centres undefined)	.	-4.0	24.3
CC(C)CC(=O)N(CCN1CCOCC1)CC(=O)N1CCc2sccc2C1COc1ccc(F)cc1 (centres undefined)	-7.7	-9.1	-2.3
C=CCCOC(=O)N[C@H]1[C@H](OC(=O)NCC)[C@@H]2O[C@H]1c1ccccc12	-6.6	-7.2	4.8
CN(CC1CCCN1C)C(=O)c1cc(CN2CCc3ccccc3C2)on1 (centres undefined)	.	1.0	5.0
O=C(NCCC1COc2ccccc2O1)c1ccc(-c2ccc[nH]2)nc1 (centres undefined)	.	-6.2	20.7
O=C(c1ccc2c(c1)OCO2)N1[C@@H](c2ccco2)[C@@H](CO)C[C@]12CCCCN(CCO)C2=O	-7.8	-9.1	5.2
CCN1C(=O)NC(c2ccc(Cl)cc2Cl)C2=C1CN(CC(=O)N1CCN(C(=O)c3ccco3)CC1)C2=O (centres undefined)	-6.8	-7.2	.
CSc1ccc(NC(=O)N2CCC3(CC2)C(=O)N(CC(=O)N2CCOCC2)CN3c2ccccc2)cc1	-5.6	-9.4	17.1
COc1ccc(NC(=O)NCc2ccsc2)cc1	.	-15.4	-4.4
Cc1cc(-n2cnc3c(C)ncnc32)ccc1NC(=O)c1cccnc1	-11.8	-5.1	2.5
CCC1(C)Cc2c(sc3c2c(=O)n(C)c2nnc(SCC(=O)c4ccccc4)n32)CO1 (centres undefined)	.	2.5	-9.6
COc1cccc2c1OCC(CN1CCOC3(CNCCOC3)C1)=C2 (centres undefined)	-13.9	-8.9	11.5
CNc1nc(C(N)=O)c(N)s1	0.0	2.4	-3.2
Cc1nn(CC(=O)Nc2ccc3c(c2)OCO3)c(C)c1[N+](=O)[O-]	-7.3	-3.5	-5.3
Cc1cc2cc(C(=O)NCC3CN(S(C)(=O)=O)CCO3)ccc2o1 (centres undefined)	.	-7.7	-1.6
CN(C1CCCc2ccccc21)S(=O)(=O)c1ccc(N2CCCC2=O)cc1 (centres undefined)	.	-2.9	10.9
N#CC(C(N)=S)=P(c1ccccc1)(c1ccccc1)c1ccccc1	.	-1.0	-6.0
Cc1nc(NCC2(Cn3cccn3)CC2)c2cnn(C)c2n1	-7.2	-0.2	5.2
CN(CC1OCCO1)C(=O)CCC(=O)N1CCc2ccccc21	-3.2	-0.8	-7.4
CC(C)NS(=O)(=O)c1ccc(NS(=O)(=O)c2cccc(Cl)c2Cl)cc1	.	-1.4	6.8
COc1cc(C(=O)OCC(=O)c2ccc(C)cc2)cc(OC)c1O	-5.8	-6.5	4.0
CC1CN(C(=O)CC2CSc3nccc(=O)n32)CC(C)O1 (centres undefined)	.	-0.2	0.6

Overlap with the part before: three compounds, followed by the next part.
SMILES	mcGAS inh	hcGAS inh	NPYLR7 ag
CC(C)NS(=O)(=O)c1ccc(NS(=O)(=O)c2cccc(Cl)c2Cl)cc1	.	-1.4	6.8
COc1cc(C(=O)OCC(=O)c2ccc(C)cc2)cc(OC)c1O	-5.8	-6.5	4.0
CC1CN(C(=O)CC2CSc3nccc(=O)n32)CC(C)O1 (centres undefined)	.	-0.2	0.6
C#CCOCC(O)CN(CCC(C)C)Cc1cccn1Cc1ccccc1 (centres undefined)	-4.0	-6.5	.
COCCCN(Cc1c(-c2ccccc2)noc1N1CCCC1)C(=O)c1ccco1	-7.0	-3.5	6.3
Cc1cccc(C)c1NC(=O)CN1CCN(C(=O)c2ccc(OCC(F)(F)F)nc2)CC1	.	-7.5	2.6
COc1cc(S(N)(=O)=O)c(OC)cc1Cl	.	-10.7	-2.6
COC(=O)C(OC)(OC)C(c1ccco1)C(C#N)C(=O)O (centres undefined)	.	1.2	11.1
C=C(C)Cn1c(SCC(=O)CC(=O)OCC)nc2sc3c(c2c1=O)CCCC3	-6.2	-4.1	3.0
O=C(CCCn1cncn1)NC1CCCCC1Oc1ccccc1 (centres undefined)	.	-6.9	-1.2
Cc1c(C(=O)C(=O)Nc2ccc(Cl)cc2)c2ccccc2n1C	-3.5	-2.3	15.1
CCOc1cccc(C(NC(C)=O)NC(C)=O)c1	.	-7.9	11.3
COc1cccc(Cn2ccnc2CN(Cc2ccco2)C(=O)C2CCC2)c1	0.1	0.0	-2.8
O=C1C2C3C=CC(C3)C2C(=O)N1/N=C\c1ccc(-c2cccc(Cl)c2Cl)o1 (centres undefined)	3.5	1.9	-7.8
COc1cccc(Cn2cccc2CN(Cc2ccccc2)C(=O)Nc2c(C(C)C)cccc2C(C)C)c1	-4.0	-1.9	.

Some of the entries so far, bar-delimited.
structure | mcGAS inh | hcGAS inh | NPYLR7 ag
Cc1cc(-n2cnc3c(C)ncnc32)ccc1NC(=O)c1cccnc1 | -11.8 | -5.1 | 2.5
CCC1(C)Cc2c(sc3c2c(=O)n(C)c2nnc(SCC(=O)c4ccccc4)n32)CO1 (centres undefined) | . | 2.5 | -9.6
COc1cccc2c1OCC(CN1CCOC3(CNCCOC3)C1)=C2 (centres undefined) | -13.9 | -8.9 | 11.5
CNc1nc(C(N)=O)c(N)s1 | 0.0 | 2.4 | -3.2
Cc1nn(CC(=O)Nc2ccc3c(c2)OCO3)c(C)c1[N+](=O)[O-] | -7.3 | -3.5 | -5.3
Cc1cc2cc(C(=O)NCC3CN(S(C)(=O)=O)CCO3)ccc2o1 (centres undefined) | . | -7.7 | -1.6
CN(C1CCCc2ccccc21)S(=O)(=O)c1ccc(N2CCCC2=O)cc1 (centres undefined) | . | -2.9 | 10.9
N#CC(C(N)=S)=P(c1ccccc1)(c1ccccc1)c1ccccc1 | . | -1.0 | -6.0
Cc1nc(NCC2(Cn3cccn3)CC2)c2cnn(C)c2n1 | -7.2 | -0.2 | 5.2
CN(CC1OCCO1)C(=O)CCC(=O)N1CCc2ccccc21 | -3.2 | -0.8 | -7.4
CC(C)NS(=O)(=O)c1ccc(NS(=O)(=O)c2cccc(Cl)c2Cl)cc1 | . | -1.4 | 6.8
COc1cc(C(=O)OCC(=O)c2ccc(C)cc2)cc(OC)c1O | -5.8 | -6.5 | 4.0
CC1CN(C(=O)CC2CSc3nccc(=O)n32)CC(C)O1 (centres undefined) | . | -0.2 | 0.6
C#CCOCC(O)CN(CCC(C)C)Cc1cccn1Cc1ccccc1 (centres undefined) | -4.0 | -6.5 | .
COCCCN(Cc1c(-c2ccccc2)noc1N1CCCC1)C(=O)c1ccco1 | -7.0 | -3.5 | 6.3
Cc1cccc(C)c1NC(=O)CN1CCN(C(=O)c2ccc(OCC(F)(F)F)nc2)CC1 | . | -7.5 | 2.6
COc1cc(S(N)(=O)=O)c(OC)cc1Cl | . | -10.7 | -2.6
COC(=O)C(OC)(OC)C(c1ccco1)C(C#N)C(=O)O (centres undefined) | . | 1.2 | 11.1
C=C(C)Cn1c(SCC(=O)CC(=O)OCC)nc2sc3c(c2c1=O)CCCC3 | -6.2 | -4.1 | 3.0
O=C(CCCn1cncn1)NC1CCCCC1Oc1ccccc1 (centres undefined) | . | -6.9 | -1.2
Cc1c(C(=O)C(=O)Nc2ccc(Cl)cc2)c2ccccc2n1C | -3.5 | -2.3 | 15.1
CCOc1cccc(C(NC(C)=O)NC(C)=O)c1 | . | -7.9 | 11.3
COc1cccc(Cn2ccnc2CN(Cc2ccco2)C(=O)C2CCC2)c1 | 0.1 | 0.0 | -2.8
O=C1C2C3C=CC(C3)C2C(=O)N1/N=C\c1ccc(-c2cccc(Cl)c2Cl)o1 (centres undefined) | 3.5 | 1.9 | -7.8
COc1cccc(Cn2cccc2CN(Cc2ccccc2)C(=O)Nc2c(C(C)C)cccc2C(C)C)c1 | -4.0 | -1.9 | .

Further structures
SMILES	mcGAS inh	hcGAS inh	NPYLR7 ag
O=C(c1ccc(Cl)nc1)N1CCC(c2nc(-c3ccc4c(c3)OCO4)no2)CC1	-5.3	-11.2	5.3
Cc1ccc(-n2nnc3c(N4CCN(C(=O)Cc5cccc6ccccc56)CC4)ncnc32)cc1	-6.9	-7.0	-3.6
Clc1ccc2nc(-c3cccc(Br)c3)cn2c1	-3.3	-2.6	-2.5
Cc1cc([N+](=O)[O-])ccc1N1C(=O)/C(=C\c2ccncc2)N(C)C1=S	13.1	-6.0	20.2
O=C(C1CCN(c2nc3ccccc3n2CCc2ccccc2)CC1)N1CCCC1	-3.6	-2.1	.
O=C(O)CCn1c(SCCOc2ccc(Cl)cc2)nc2ccccc21	-0.2	2.8	-9.8
Cc1cc(C)n(-c2cccc(-c3nccn3Cc3cnn(C)c3C)c2)n1	-12.9	-11.0	.
CC(NCc1cnc2ccccn12)c1ccccn1 (centres undefined)	.	-0.3	-3.2
NC1CCCCC1N=Cc1c(O)n(CCc2ccc(F)cc2)c(=O)[nH]c1=O (centres undefined)	.	-5.9	4.0
COC(=O)c1c(CCl)nc2ccccc2c1-c1ccccc1	.	-4.1	-3.5
COc1cccc(Cn2c(=O)c(C(=O)NCC3CCCO3)nn(-c3ccc(OC)c(OC)c3)c2=O)c1 (centres undefined)	1.7	3.2	-4.6
CCCCC(CC)C(=O)N(CCCOC)CC(=O)Nc1cc(C(C)(C)C)nn1-c1ccccc1Cl (centres undefined)	-4.0	-2.3	-0.9
O=C(NCCc1c(-c2cccnc2)[nH]c2ccccc12)c1ccc2nonc2c1	.	5.7	-4.3
Cc1oc(C(C)C)cc1C(=O)N1CCc2c(c(C(=O)O)nn2CC2CC2)C1	-11.1	1.0	12.2
CCCc1onc(C)c1C(=O)N1CCC2(CCOC2)C1 (centres undefined)	.	-6.8	7.7
c1ccc(-c2csc3[n+]2CCCCC3)cc1	-1.7	-3.0	-2.2
Cc1csc(NC(=O)CSc2nc(=O)n(CCCO)c3c2CCCC3)n1	-7.0	-4.7	-8.9
CN(CCCNC(=O)c1ccc(-c2cc(-c3cccc(C(F)(F)F)c3)n[nH]2)cc1)c1ccccc1	-9.1	-7.8	0.4
O=C(NC1CCCC1)c1ccc(N2CCC(NCC3OCCc4ccccc43)CC2)cc1 (centres undefined)	-7.1	-1.2	9.7
CCOP(=O)(Cc1ccc(NC(=O)c2csc(C)n2)cc1)OCC	-4.5	-3.2	-7.0
COc1ccc2c(c1)CCCC2CC(=O)C(C#N)C(=O)NC(C)C (centres undefined)	-0.6	4.0	5.5
Cc1c(C)n2c3c(=O)n(C)c(=O)n(C)c3nc2n1CC(C)C	.	-6.5	6.2
CC(C)CCNC(=O)N1CCC(c2cc(N)on2)CC1	-3.5	-0.7	.
Cc1cc(=O)[nH]c(-n2nc(C)cc2NC(=O)C2CCN(S(C)(=O)=O)CC2)n1	-6.1	-6.7	3.9
COC[C@@H]1CN(C(=O)CC(C)C)C[C@H]1c1nc(C)no1	-4.4	-10.1	.
Cc1ccc(NC(=O)Cn2nc(-c3ccco3)c3sc(N4CCOCC4)nc3c2=O)c(C)c1	-6.1	-5.5	0.0
Oc1oc(-c2ccc(Br)cc2)nc1C=Nc1cccc(F)c1	6.5	7.0	2.5

High-throughput results: PubChem BioAssay, Fisher Drug Discovery Resource Center
